USP1-UAF1 inh: Inhibitors of USP1/UAF1: Primary Screen; Potency, µM (doses to about 57.1 µM), inactives show at the top dose activity change, negative = inhibition, usual class: inhibitors; Ubiquitin carboxyl-terminal hydrolase 1 (Homo sapiens), O94782; 390,000 compounds, 0.23% hits; recombinant USP1/UAF1, Ub-Rhodamine cleavage fluorescence; note: potency is the fitted concentration of half-maximal effect; % is set by controls: 0 for no effect and ±100 for the full control effect; nearly all actives have a fitted effect of over 60% in size; inactives centre near -12
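1 nM enzyme complex + cpd, 15 min RT; start with Ub-Rho 150nM final; kinetic fluorescence ex 480/em 540, 6 reads q60 s. Buffer 50mM HEPES pH 7.8, 0.5mM EDTA, 0.1 mg/ml BSA, 1mM TCEP, 0.01% Tween-20.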
TrxR1 substrate: qHTS Assay for Substrates of Mammalian Selenoprotein Thioredoxin Reductase 1 (TrxR1): qHTS; Potency, µM (doses to about 114 µM), inactives show top-dose activity change, negative = substrate turnover; Thioredoxin reductase 1, cytoplasmic (Rattus norvegicus), O89049; purified TrxR1 substrate turnover, NADPH consumption readout; 390,000 compounds, 0.01% hits; note: potency is the fitted concentration of half-maximal effect; % is set by controls: 0 for no effect and ±100 for the full control effect; nearly all actives have a fitted effect of over 50% in size
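Rat TrxR1, dispensed at 90 nM, was prereduced with 400 uM NADPH (final) for 5 min at ~22 deg C, then incubated with compound 15 min before 400 uM selenite. A first-read NADPH fluorescence drop versus no-compound background flagged substrates.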
Pin1 inh: qHTS Assay to Find Inhibitors of Pin1; AID 504891, 2011; Potency, µM (titrated, usually from 115 µM), without a hit: at the highest dose activity, negative = inhibition, usual class: inhibitors; Peptidyl-prolyl cis-trans isomerase NIMA-interacting 1 (Homo sapiens), Q13526; Pin1 FP peptide displacement, HiFluor488, 10 min; 390,000 compounds, 0.009% hits; active = well fitted inhibition curve with a large enough effect in the polarisation, with a control signal flat, not every such curve was filed as active; inconclusive = small, poorly fitted or top-dose-only effect, or effect the other way, or a change in a side signal; inactive = no such curve, though single readings can be large or run the other way; the % refers to the polarisation; note: potency is the fitted concentration of half-maximal effect; % is set by controls: 0 for no effect and ±100 for the full control effect
D2 antag: HTS Assay for Allosteric Antagonists of the Human D2 Dopamine Receptor: Primary Screen for Antagonists | inhibition, % at 10 µM | 340,000 compounds, 2% hits | HEK293 TREx D2 cells, calcium flux, dopamine EC80; in the data active = inhibition above about 30%; note: 0% is about no effect
Target sequence (P14416 whole entry, looked up): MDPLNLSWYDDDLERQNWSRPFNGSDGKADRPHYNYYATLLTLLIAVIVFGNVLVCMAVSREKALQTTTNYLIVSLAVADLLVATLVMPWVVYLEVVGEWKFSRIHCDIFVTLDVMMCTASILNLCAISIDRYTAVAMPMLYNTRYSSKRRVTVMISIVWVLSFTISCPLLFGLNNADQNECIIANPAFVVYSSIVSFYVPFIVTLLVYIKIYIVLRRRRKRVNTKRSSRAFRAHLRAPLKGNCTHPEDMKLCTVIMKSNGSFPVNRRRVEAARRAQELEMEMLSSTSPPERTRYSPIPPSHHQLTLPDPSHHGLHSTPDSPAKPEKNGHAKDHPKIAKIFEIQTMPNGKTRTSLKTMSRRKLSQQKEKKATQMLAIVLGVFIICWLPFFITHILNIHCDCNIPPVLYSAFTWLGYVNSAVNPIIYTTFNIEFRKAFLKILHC
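Measurement of antagonist activity uses fluorescent calcium dye in inducible HEK293 T-REx D2 cells: 10 s baseline, compound addition with 180 s read, EC80 dopamine addition with a further 180 s read.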
IDH1 R132H inh: qHTS for Inhibitors of mutant isocitrate dehydrogenase 1 (IDH1): qHTS. Isocitrate dehydrogenase [NADP] cytoplasmic (Homo sapiens), O75874. 390,000 compounds, 0.093% hits. Potency, µM (highest dose often 76.6 µM), inactives show top-dose activity change, negative = inhibition, actives largely listed as inhibitors. IDH1-R132H enzyme, NADPH consumption, diaphorase/resazurin fluorescence; note: potency is the fitted concentration of half-maximal effect; % is set by controls: 0 for no effect and ±100 for the full control effect; nearly all actives have a fitted effect of over 65% in size
Target sequence (O75874 whole entry R132H, stated change not applied): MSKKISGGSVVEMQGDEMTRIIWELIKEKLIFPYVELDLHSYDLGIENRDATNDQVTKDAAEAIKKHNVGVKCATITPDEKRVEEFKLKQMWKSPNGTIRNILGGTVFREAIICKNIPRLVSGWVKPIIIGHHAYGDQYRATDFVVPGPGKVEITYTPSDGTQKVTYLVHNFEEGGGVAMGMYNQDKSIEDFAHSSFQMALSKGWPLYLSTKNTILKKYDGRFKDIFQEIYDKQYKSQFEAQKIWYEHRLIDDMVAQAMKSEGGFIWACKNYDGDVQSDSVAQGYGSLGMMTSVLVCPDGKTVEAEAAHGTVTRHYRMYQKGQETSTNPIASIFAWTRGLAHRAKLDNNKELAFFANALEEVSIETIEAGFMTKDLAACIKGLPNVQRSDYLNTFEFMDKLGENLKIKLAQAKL
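IDH1-R132H (0.5 ug/mL) preincubated 30 min with compound, then NADPH (0.016 mM) and alpha-KG (2 mM) added; 80 min at RT, pH 7.5. Remaining NADPH coupled via diaphorase/resazurin to fluorescence (540/590 nm); concentration-response curves normalized to no-enzyme control.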
TrxR1 inh: qHTS Assay for Inhibitors of Mammalian Selenoprotein Thioredoxin Reductase 1 (TrxR1): qHTS | Thioredoxin reductase 1, cytoplasmic (Rattus norvegicus), O89049 | recombinant rTrxR1, NADPH fluorescence consumption, selenite substrate | Potency, µM (series often up to 114 µM), for inactives: top-dose activity change, negative = inhibition, usual class: inhibitors | 390,000 compounds, 1% hits | AID 588453, 2011; note: potency is the fitted concentration of half-maximal effect; % is set by controls: 0 for no effect and ±100 for the full control effect; nearly all actives have a fitted effect of over 65% in size
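Rat TrxR1 (90 nM in the dispensed reagent) was pre-reduced with 400 uM NADPH for 5 min at room temperature, then incubated with compound for 15 min. After 400 uM selenite was added, NADPH fluorescence (Ex 340/Em 450 nm) was followed for 8 min.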
TRHR PAM: qHTS for Small Molecule Agonists and Allosteric Enhancers of Human TRH Receptor: Primary Screen for Enhancers; Thyrotropin-releasing hormone receptor (Homo sapiens), P34981; TRHR cells, fluo-8 calcium fluorescence, EC20 TRH enhancement; 360,000 compounds, 0.66% hits; AID 493056, 2011; enhancement, % at 2 µM; in the data active = enhancement above about 30%; note: 0% is about no effect
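TRHR-expressing cells loaded with fluo-8 calcium dye were read kinetically (ex 480/em 530) during compound addition, then stimulated with an EC20 of TRH (10 nM final). Enhancement of the Gq-mediated intracellular calcium response was scored.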
TRHR agonist: qHTS for Small Molecule Agonists and Allosteric Enhancers of Human TRH Receptor: Primary Screen for Agonists; Thyrotropin-releasing hormone receptor (Homo sapiens), P34981; TRHR cells, calcium flux fluo-8, FDSS agonist mode; activation, % at 2 µM; 360,000 compounds, 0.18% hits; in the data active = activation above about 30%; note: 0% is about no effect
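TRHR-expressing cells loaded with fluo-8 calcium dye; 23 nL library compound pin-transferred, kinetic FDSS fluorescence (Ex 480/Em 530) recorded about 180 s for agonist-induced calcium release, before a 10 nM TRH EC20 addition for potentiator mode.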
D2 ag: HTS Assay for Allosteric Agonists of the Human D2 Dopamine Receptor: Primary Screen for Agonists; 340,000 compounds, 0.53% hits; activation, % at 2 µM; HEK293 T-REx D2 cells, calcium flux agonist mode;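 active = activation over 3 SD above normal in the single-dose calcium agonist read, cut at about 30% in these data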; note: 0% is about no effect
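Tetracycline-induced HEK293 T-REx cells with force-coupled D2 receptor, plated overnight at 30 C, loaded with no-wash calcium dye. After a 10 s baseline, compound was pin-added and calcium flux read kinetically for 180 s; calcium rises flagged agonists.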
An asterisk follows results filed as active; ? = inconclusive; nt = not tested or not shown; & = joins results of further samples; [ ] = another dose, or the depositor's remark. Unless noted, calls come from the whole dose curve; as a rule, active = well fitted inhibition curve with a large enough effect; inconclusive = small, poorly fitted or top-dose-only effect; inactive = no such curve, though single readings can be large or run the other way. Some of the compounds tested. The share of hits here may be higher or lower than overall.

SMILES | USP1-UAF1 inh | TrxR1 substrate | Pin1 inh | D2 antag | IDH1 R132H inh | TrxR1 inh | TRHR PAM | TRHR agonist | D2 ag
CCOC(=O)N1CCC(NC(=O)CS(=O)Cc2nc(-c3ccc(Cl)cc3)oc2C)CC1 (stereo unspecified) | -13% | 0% | 0% | -8 | 0% | 11% | -3 | -0.6 | -0.2
COc1ccc(Cl)cc1Nc1sc(C(=O)c2ccccc2)c(N)c1C(=O)Nc1ccccc1 | -24% | 4%[57.1 µM] | -5% | nt | -13% | 9%[57.1 µM] | 9 | 0.4 | 1.0
C/C(=N\NC(=S)NC1CCCCC1)c1ccc(O)cc1 | ? | -3%[57.1 µM] | 0% | -1 | -2% | -14% | 3 | 0.4 | 1.1
Fc1ccc(CNc2cnccn2)cc1 | 6% | 165%[activator] | -4% | -17 | 5% | 10% | 6 | -0.1 | 0.3
O=C(Cn1cnc2nc3c(cc2c1=O)CCCC3)Nc1ccc(F)cc1Cl | -19% | -3%[57.1 µM] | -3% | nt | -5% | -1%[57.1 µM] | 3 | 0.2 | 0.1
O=C(N/N=C\c1cccnc1)C1c2ccccc2Oc2ccccc21 | -2% | 3%[57.1 µM] | -2% | -4 | 0% | 18%[57.1 µM] | 0 | 0.0 | 0.3
O=C(CNC(=O)[C@@H]1Cc2ccccc2CN1)NC1CCCC1 | -9% | 3% | -2% | 5 | 4% | 8% | 1 | 0.0 | 1.0
CC(C)(C)C1CCC(=NNc2ccc(S(N)(=O)=O)cc2[N+](=O)[O-])CC1 (stereo unspecified) | -13% | -14% | 0% | 5 | -2% | -4% | 4 | 0.6 | -2.8
CC(C)Cn1c(-c2ccc(S(=O)(=O)N3CCCC3)cc2)csc1=Nc1ccccc1 | -23% | -7% | -1% | nt | 10% | 13%[11.4 µM] | -2 | 1.3 | 0.0
O=C(Nc1ccccn1)NC12CC3CC(CC(C3)C1)C2 | -7% | 1%[57.1 µM] | -6% | -3 | 9% | 24%[57.1 µM] | 1 | 2.6 | -0.1
Cc1ccc(-c2nnc(Sc3nc4ccccc4o3)c3ccccc23)cc1 | -16% | 1% | 0% | 15 | -6% | -35% | -13 | -0.3 | 1.1
O=C1NCC(c2ccccc2)(c2ccccc2)C(=O)N1 | -6% | -9% | 13% | nt | -7% | -12% | nt | nt | nt
CCOC(=O)C1=CN(Cc2ccco2)S(=O)(=O)NC1c1ccc(Br)cc1F (stereo unspecified) | -21% | -6% | 3% | nt | 0% | ? | nt | nt | nt
Cc1onc(-c2ccccc2)c1C(=O)Nc1ccc(S(=O)(=O)N2CCOCC2)cc1 | -13% | 1% | -7% | 13 | 0% | 16% | -2 | 0.8 | 0.5
N#C/C(=C\c1cccc(NC(=O)c2ccccc2Cl)c1)C(=O)NCCc1ccccc1 | -18% | 7% | 38%[activator] | -28 | -16% | 1% | 35* | 1.0 | 0.8
COC1CCCN(C(=O)c2ccc3oc(Cc4ccc(Cl)cc4)nc3c2)C1 (stereo unspecified) | -20% | 9% | -11% | 31* | -4% | 19% | -1 | -0.1 | -1.4
CC(C)Oc1ccc(C(=O)Nc2c3c(nn2-c2ccccc2)CS(=O)(=O)C3)cc1 | 2% | -8% | -7% | nt | -2% | -20% | 1 | -0.7 | nt
CCn1nc(C(=O)N[C@@H](CCSC)c2nc3ccccc3[nH]2)c2ccccc2c1=O | -26% | -8% | 0% | 2 | 6% | -1% | 3 | 0.4 | -0.6
Brc1ccc2c(c1)C(c1cccnc1)=NNC(c1cccs1)=N2 | -21% | -8% | 1% | 0 | 7% | 6% | -10 | -0.3 | -1.9
C/C(Cl)=C\CSc1nnc2n(N)c(=O)c3ccccc3n12 | -11% | 2% | -5% | nt | 4% | -25% | nt | nt | nt
CCN(CC)C(=O)c1sc2[nH]c(=S)n(-c3ccccc3)c(=O)c2c1C | -4% | -12% | -8% | -2 | -2% | -32% | 7 | 0.3 | -0.9
Cc1cc2c(c(C)c1CCO)C(=O)[C@H](C)C2 | -9% | 4% | 3% | nt | 16% | 20% | nt | nt | nt
COCCN(CCOc1cc(C)cc(C)c1)Cc1ccc(Cl)cc1 | -14% | 3% | 3% | 6 | 3% | 16% | -3 | 0.9 | 0.4
CCCCOc1ccc(C(=O)Nc2cc(-c3ccc(C)cc3)no2)cc1 | -8% | 1% | 0% | nt | 11% | 24% | -7 | 0.2 | 1.3
O=C(COC(=O)Cn1nnc2ccccc21)Nc1ccccc1Br | -7% | -8% | 4% | 6 | 5% | -12%[57.1 µM] | -4 | 0.1 | 0.1
COc1ccc(NC(=S)NCCN2CCC(C)CC2)cc1 | -8% | 12% | 17% | -9 | 17% | 13% | 0 | -0.8 | -1.4
Cc1ccc(S(=O)(=O)N2CCC(C(=O)N3CCC[C@H]3C(=O)NC3CCS(=O)(=O)C3)CC2)cc1 (stereo partly specified) | 0% | 1%[57.1 µM] | 8% | 4 | 12% | -11%[57.1 µM] | 20 | 0.6 | 1.0
Cc1ccc(NC(=O)CSc2ncc(S(=O)(=O)c3ccc(C(C)C)cc3)c(=O)[nH]2)cc1C | -22% | 1% | ? | nt | -9% | 12% | -2 | -0.4 | -0.5
S=C(NCc1ccc(Cl)cc1)NC1CCCCC1 | -25% | -1% | -2% | -4 | -15% | 6% | -3 | 0.2 | -0.1
CC1=CC(C)(C)N(C(=O)CN2C(=O)c3ccccc3C2=O)c2ccccc21 | -6% | 1% | -1% | -6 | 4% | 13% | -1 | 0.0 | -0.1
Cc1ccc(NC(=O)CSc2nnc(-c3ccncc3)n2C)cc1S(=O)(=O)N1CCOCC1 | -10% | 1%[57.1 µM] | 0% | -7 | 5% | 7%[57.1 µM] | 0 | 0.9 | 0.3
Cc1ccnc(Nc2nc(-c3ccc(Cl)cc3)cs2)c1 | -17% | -1% | 0% | 19 | 13% | 16% | 0 | 0.6 | 0.0
COc1ccc(NS(=O)(=O)c2ccc(NC(=S)NC(=O)/C=C/c3ccc(C)cc3)cc2)nn1 | -9% | -19% | 19% | -6 | 0% | ? | -1 | -0.2 | -1.5
COc1cc(O)c(C(CCN2CCCC(C)C2)c2ccc(N(C)C)cc2)c(OC)c1 (stereo unspecified) | -16% | -3% | -10%&-4% | 4 | 19% | -5% | 3 | 0.4 | -1.6
Cc1ccccc1OCC(=O)N1CCC2(CC1)CC(=O)c1ccccc1O2 | -7% | 5% | 4% | 1 | 3% | -8% | -2 | -0.1 | 0.5
Cc1ccccc1N1CCN(C2CCCN(C(=O)c3snnc3C)C2)CC1 (stereo unspecified) | -5% | 4% | -11% | -3 | -1% | -4% | 13 | -0.2 | 25
CC(C)c1nc(SCC(=O)c2c[nH]c3ccccc23)n[nH]1 | 0% | -1% | -2% | 10 | 4% | 12% | -9 | 0.0 | -1.1
c1ccc(C2c3c(ccc4ccccc34)Oc3ncn4nc(-c5ccco5)nc4c32)cc1 (stereo unspecified) | -10% | -12% | 2% | nt | 9% | -10% | 5 | 0.9 | nt
CCOC(=O)CNCCC(=O)c1ccc(Br)cc1 | -10% | -3% | 19% | 9 | -1% | 0.28µM* | -2 | 0.5 | 0.6
